LGR2 antag – Drosophila LGR2 receptor signaling inhibition | HEK293 LGR2, CRE-luciferase, bursicon-stimulated, 4 h | inhibition, % at 9.99 µM | 380,000 tested, 0.35% active | AID 720647;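 active means drop in luminescence signal, shown as inhibition above about 50% in the replicate tests, limit read from the data, passing the limit was not always enough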;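 further: agonist challenge used bursicon conditioned medium at about half maximal strength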
S100A4 MyoIIA – blocks human S100A4 binding to myosin IIA peptide. P26447. S100A4/TAMRA-MyoIIA peptide fluorescence polarization. inhibition, % at 10.7 µM. 360,000 tested, 0.14% active. AID 652163;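 active means mean inhibition of at least 70% across replicates, with every replicate also reaching that level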
Target sequence (P26447 whole entry, looked up): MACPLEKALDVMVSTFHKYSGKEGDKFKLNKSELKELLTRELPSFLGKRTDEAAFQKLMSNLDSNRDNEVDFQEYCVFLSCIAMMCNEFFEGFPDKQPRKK
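Material: S100A4 monomer protein / Buffer or medium: 50 mM HEPES pH 7.2, 10 mM CaCl2, 100 mM KCl / Times: 5 min incubation before reading / Benchmarks: neutral control DMSO, positive control TFP / Reagent: labelled myosin peptide probe, 5 nM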
esBAF inh – inhibitors of esBAF chromatin remodeling in mouse ES cells. reporter increase, % at 12.5 µM. AID 602393. Bmi1-luciferase knock-in reporter, 24 h; 100% = twice the neutral-well signal. 350,000 tested, 2% active; in the data active means activation above about 40%;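 further: 0% = median of the plate's neutral control wells and 100% = double that signal; a rise in the Bmi1 reporter signal indicates esBAF inhibition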
CASP6 VEID inh – inhibitors of human caspase-6; P55212; 350,000 tested, 0.53% active; purified caspase-6, Z-VEID-R110 cleavage fluorescence; AID 686996; inhibition, % at 12.5 µM;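 active means mean inhibition across replicates at least about 35%, with every replicate also reaching that limit, limit read from the data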;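 further: 0% = median of neutral control wells and 100% = no fluorescence left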
Target sequence (P55212 24-179 limits assumed): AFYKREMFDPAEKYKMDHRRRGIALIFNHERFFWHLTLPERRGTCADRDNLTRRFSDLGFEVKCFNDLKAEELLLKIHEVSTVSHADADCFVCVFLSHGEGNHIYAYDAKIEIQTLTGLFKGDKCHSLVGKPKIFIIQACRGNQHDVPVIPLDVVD
Target sequence (P55212 194-293 limits assumed): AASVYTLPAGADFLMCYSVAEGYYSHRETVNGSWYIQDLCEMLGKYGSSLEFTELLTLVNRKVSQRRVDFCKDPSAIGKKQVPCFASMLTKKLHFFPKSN
FN deposit inh – fibronectin deposition inhibition; 350,000 tested, 0.086% active; inhibition, % at 12.6 µM; AH1F fibroblasts, Alexa488-fibronectin deposition fluorescence, overnight;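 active means mean inhibition across replicates of 30% or more, regardless of how many single replicates reach that level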;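 further: positive control wells lacked labelled fibronectin entirely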
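material = AH1F fibroblast monolayer depositing Alexa488-labelled fibronectin into matrix | amount = 10000 AH1F cells/well | buffer or medium = DMEM plus 2% serum, read in PBS | incubation = 1 h cell adhesion before compound, then overnight fibronectin incubation | detection = fluorescence at 485 nm excitation, 525 nm emission | evaluation = percent inhibition as loss of matrix-bound fibronectin fluorescence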
Statin myotox sup – protects C2C12 myotubes from simvastatin toxicity | ATP luminescence, 48 h; scaled: DMSO 0, geranylgeraniol control 100 | rescue of ATP level, % at 7.49 µM | 330,000 tested, 0.78% active;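 active means mean ATP rescue above about 67%, or every replicate alone reaching that limit, limit read from the data, passing the limit was not always enough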;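 further: myotubes were challenged with 10 µM simvastatin during compound exposure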
SIRT5 inh – blocks human SIRT5 desuccinylation of peptide; Q9NXA8; Purified SirT5, succinyl-peptide AMC, trypsin-coupled fluorescence; inhibition, % at 15 µM; 330,000 tested, 1.1% active; AID 652115; in the data active means inhibition above about 15%
Target sequence (Q9NXA8 whole entry, looked up): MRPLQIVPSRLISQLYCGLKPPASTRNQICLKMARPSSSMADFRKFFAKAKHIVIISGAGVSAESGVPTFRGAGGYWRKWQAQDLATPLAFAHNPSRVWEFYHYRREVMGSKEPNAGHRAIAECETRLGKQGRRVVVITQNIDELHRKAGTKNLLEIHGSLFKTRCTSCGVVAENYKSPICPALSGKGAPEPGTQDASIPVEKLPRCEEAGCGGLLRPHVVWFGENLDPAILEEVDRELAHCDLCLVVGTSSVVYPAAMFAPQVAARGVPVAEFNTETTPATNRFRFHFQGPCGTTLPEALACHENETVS
An asterisk follows results filed as active; . = not tested or not shown.

Results follow in this order: LGR2 antag, S100A4 MyoIIA, esBAF inh, CASP6 VEID inh, FN deposit inh, Statin myotox sup, SIRT5 inh
[1] CCCCN(C(=O)COc1ccc(C)cc1OC)c1c(N)n(CCC)c(=O)[nH]c1=O
    -7, 2, ., -2, 1, ., 2
[2] Cc1ccc(N2C(=O)NC(NS(=O)(=O)c3ccccc3)(C(F)(F)F)C2=O)cc1C (stereo not given)
    5, 4, ., 1, -2, ., -2
[3] COc1ccccc1CNC(=O)CSc1ccc(-c2cccs2)nn1
    6, -3, ., 0, ., ., 3
[4] O=C(CSc1nc2c([nH]c3ccccc32)c(=O)n1-c1ccccc1F)NCC1CCCO1 (stereo not given)
    13, -4, 0, -1, 1, -4, -4
[5] CCOC(=O)C1=CCC2C(=O)N(CC)C(=O)C12 (stereo not given)
    40, 15, 0, 0, 7, 7, 1
[6] CSc1nnc(-c2sccc2OCc2ccccc2)n1C
    ., ., 2, ., 3, 0, .
[7] C[C@H](CO)N1C[C@H](C)[C@H](CN(C)C(=O)C2CC2)Oc2cc(-c3ccccc3)ccc2S1(=O)=O
    -5, ., 1, ., 5, 2, .
[8] C[C@H](CO)N1C[C@H](C)[C@@H](CN(C)S(=O)(=O)c2ccc(F)cc2)OCCCC[C@H](C)Oc2ccc(NS(=O)(=O)c3ccc(Cl)cc3)cc2C1=O
    5, 1, -5, 0, 8, ., 10
[9] C/C(=N\O)C(=O)NCc1ccncc1
    10, ., -3, ., ., -12, .
[10] CC(=O)Nc1cccc(NC(=O)CSc2nc3c(c(=O)n(C)c(=O)n3C)n2C)c1
    14, 1, 1, 1, 3, 12, 0
[11] Cc1c(C(N)=O)sc2ncn(CC(=O)N(C)C3CCCCC3)c(=O)c12
    3, 6, 0, 2, -3, 5, -1
[12] O=C(/C=C\Nc1ccc(S(=O)(=O)Nc2ncccn2)cc1)c1cccc2ccccc12
    29, -6, ., 4, 2, ., 2
[13] COc1ccc(C(c2sc3ncnn3c2O)N2CCN(c3ccccc3F)CC2)cc1OC (stereo not given)
    -34, 5, 27, 1, -2, 21, 3
[14] C[C@@H]1CCCCO[C@H](CN(C)S(=O)(=O)c2ccc(Cl)cc2)[C@@H](C)CN([C@H](C)CO)C(=O)c2cc(NS(=O)(=O)c3cn(C)cn3)ccc2O1
    5, 37, -6, 0, ., ., 1
[15] C[C@H](CO)N1C[C@H](C)[C@H](CN(C)C(=O)c2cccnc2)Oc2cc(/C=C/c3ccccc3)ccc2S1(=O)=O
    10, 6, 5, -1, -8, ., 0
[16] CC1CCN(C(=O)C(C)c2ccc([N+](=O)[O-])cc2)CC1 (stereo not given)
    18, 51, ., 2, 14, ., 6
[17] CC(C)C#Cc1ccc2c(c1)O[C@H](CN(C)Cc1cccnc1)[C@H](C)CN([C@@H](C)CO)S2(=O)=O
    16, -19, -4, -2, -15, -82, -1
[18] CN(CC(=O)Nc1cccc(F)c1)C(=O)c1ccc2c(=O)n3c(nc2c1)CCC3
    -5, -5, -4, -5, 5, -2, -3
[19] C[C@H]1CN([C@@H](C)CO)C(=O)c2cc(N(C)C)ccc2O[C@H]1CN(C)C(=O)Nc1ccc(C(F)(F)F)cc1
    3, 38, -2, -2, 4, -34, 7
[20] C[C@H](CO)N1C[C@H](C)[C@H](CN(C)C(=O)Nc2cccc(F)c2)Oc2ncc(C3=CCCC3)cc2C1=O
    -7, -8, -8, -1, 2, -8, -3
[21] O=C1Nc2ccccc2-n2nnnc2C1N1CCN(c2ccc(C(F)(F)F)cc2[N+](=O)[O-])CC1 (stereo not given)
    9, 1, ., 0, -1, ., 1
[22] O=C(COc1ccccc1)N1CCCC1
    13, -3, ., -3, ., ., -2
[23] COc1ccc(/C=C2\CCc3ccccc3C2=O)cc1OC
    -29, ., 40, ., -2, 22, .
[24] CCC1CCCCN1Cc1c(O)ccc2c(=O)c(-c3ccccc3OC)coc12 (stereo not given)
    14, -2, ., -1, -4, ., -17
[25] COc1ccc(-c2c(C(=O)c3ccc(Br)cc3)[nH]c(N)c2C(=O)c2ccccc2)cc1OC
    20, -5, ., 0, -13, ., -2
[26] Cc1ccccc1-n1c(N)c(C(=O)Nc2ccc(F)cc2)sc1=S
    6, -1, ., 2, -4, ., -1
[27] COc1cccc(NC(=O)COC(=O)c2ccccc2SCC(=O)N2CCCC2)c1
    -7, -3, 5, 3, -2, -2, -2
[28] C/C(=C\c1cccc(Cl)c1Cl)C(=O)c1c(C)cc(C)[nH]c1=O
    11, 4, 0, 5, -2, 7, -1
[29] COC(=O)c1sc(S(=O)(=O)N2CCN(CCO)CC2)c(C(=O)OC)c1C
    1, 1, -1, 0, 13, -1, -1
[30] O=C(c1cn(CC2CCCCC2)nn1)N1CCN(c2ccc(F)cc2)CC1
    -21, 4, 18, 0, -12, 7, 0

Filtered by structure, the compounds so far containing a nitro group on carbon.
Results follow in this order: LGR2 antag, S100A4 MyoIIA, esBAF inh, CASP6 VEID inh, FN deposit inh, Statin myotox sup, SIRT5 inh
[16] CC1CCN(C(=O)C(C)c2ccc([N+](=O)[O-])cc2)CC1 (stereo not given)
    18, 51, ., 2, 14, ., 6
[21] O=C1Nc2ccccc2-n2nnnc2C1N1CCN(c2ccc(C(F)(F)F)cc2[N+](=O)[O-])CC1 (stereo not given)
    9, 1, ., 0, -1, ., 1

(cont.)
Results follow in this order: LGR2 antag, S100A4 MyoIIA, esBAF inh, CASP6 VEID inh, FN deposit inh, Statin myotox sup, SIRT5 inh
[31] C[C@@H]1CCCCO[C@@H](CN(C)C(=O)CCCN(C)C)[C@H](C)CN([C@@H](C)CO)C(=O)c2cc(NC(=O)Nc3ccc(F)cc3)ccc2O1
    -7, 11, -2, -2, ., ., 1
[32] COc1ccc(NC(=O)N(C)C[C@@H]2OCCCC[C@@H](C)Oc3ccc(NC(=O)Nc4ccc5c(c4)OCO5)cc3C(=O)N([C@@H](C)CO)C[C@H]2C)cc1
    18, 3, -1, 1, ., 2, 7
[33] C[C@@H]1COC(=O)[C@H](Cc2ccc(F)cc2)CC/C=C/C[C@@H](CC(=O)N[C@H](CO)Cc2ccccc2)C(=O)N1
    10, 1, 7, 0, 1, -4, .
[34] O=C(Nc1cccc(S(=O)(=O)N2CCCCC2)c1)C1CCN(C(=O)c2ccc(Cl)cc2)CC1
    6, 0, 6, 1, -3, 9, -12
[35] C[C@@H](O)C#Cc1ccc([C@H]2[C@@H](CO)N3CCCCN(CC4CC4)C[C@@H]23)cc1
    12, -15, -2, 6, -8, 4, -3
[36] COC(=O)C1CC(O)CN1S(=O)(=O)c1ccc2ccccc2c1 (stereo not given)
    -10, -2, -4, -1, -9, -1, 0
[37] CC1CN(C(=O)COC(=O)c2cc(Cl)ccc2[N+](=O)[O-])CC(C)O1 (stereo not given)
    -8, 0, -2, -5, -4, -1, 1
[38] CCCc1nc2c3ccccc3ccn2c1Cc1cccc(F)c1
    -78, -25, 46*, 1, 0, 2, 0
[39] COc1cc(OC)c2c(-c3ccccc3)cc(=O)oc2c1C(CC(=O)N1CCN(c2ccccc2)CC1)c1ccc(N(C)C)cc1 (stereo not given)
    -2, 8, 5, -2, 0, -9, 3
[40] O=C(CSc1n[nH]c(-c2cccnc2)n1)Nc1ccc(Cl)cc1
    3, -4, -8, -2, 0, 8, -7
[41] Cc1nn(CC(=O)NCC(C)c2ccccc2)c(=O)c2cc3occc3n12 (stereo not given)
    4, 0, -5, 2, -3, -3, -2
[42] CC(Oc1ccc([N+](=O)[O-])cc1Cl)C(=O)Nc1ccc(C(N)=O)cc1 (stereo not given)
    10, 4, ., 0, -1, ., 1
[43] Cc1ccc(S(=O)(=O)N2C[C@H]3C(=O)C[C@@H](c4ccccc4)N(S(=O)(=O)c4ccc(C)cc4)[C@H]3C[C@H]2c2cccc(C)c2)cc1
    ., -2, 3, 1, 6, -26, -3
[44] COC(=O)c1sc(NC(=S)NC(=O)c2cccc(Br)c2)nc1C
    -11, -6, 25, -2, -4, -1, 1
[45] CCC(=O)N(C)C[C@H]1[C@@H](c2ccc(-c3cccc(F)c3)cc2)[C@@H](CO)N1C(C)=O
    1, 2, ., -2, 7, ., -2
[46] CC(C)N(C(=O)COC(=O)c1ccc([N+](=O)[O-])cc1)c1ccccc1
    -3, -1, ., 1, 5, ., -3
[47] Cc1cc(CNC(=O)COc2ccccc2F)c2ccccc2n1
    -19, -5, ., -1, -14, ., 1
[48] COC(=O)c1c(NC(=O)C(=O)N2CCCC2)sc2c1CC(C)(C)OC2
    10, -11, -4, 0, 10, 0, 2
[49] O=C1CSC(c2ccccc2[N+](=O)[O-])N1c1ccccc1 (stereo not given)
    -8, -2, 4, 0, -7, 1, 0
[50] O=C(C[C@H]1C[C@H]2c3cc(NC(=O)NC4CCCCC4)ccc3O[C@H]2[C@@H](CO)O1)NCc1ccncc1
    -8, -6, -3, 1, -10, 4, -2
[51] COc1ccc(C#Cc2cccc(-c3nc(C(=O)NCc4ccc5c(c4)OCO5)cc4c3[C@@H](CCO)N(S(=O)C(C)(C)C)C4)c2)cc1OC (stereo not given in full)
    15, -18, ., 3, 14, ., 6
[52] CCc1cc(OCCN(C)C)ccc1Cl
    -1, 3, ., -1, ., ., -1
[53] O=C(/C=C/c1ccccc1[N+](=O)[O-])Nc1ccccc1
    -73, -1, ., 1, 5, ., -2
[54] CN(CC(=O)NC(=O)NCc1ccccc1)CC(=O)Nc1ccc(Cl)c(C(F)(F)F)c1
    17, -4, -2, -1, -2, 8, 0
[55] COCCNC(=O)c1onc(CSc2ccc(Cl)cc2)c1C(=O)O
    -12, -5, -1, -2, -8, 9, 1
[56] Cc1[nH]n(-c2ccc([N+](=O)[O-])cc2)c(=O)c1C=NCCN1CCN(C(=O)c2ccc(F)cc2)CC1
    ., ., 2, ., 6, -3, .
[57] COc1ccc(CCNC(=O)C2CCCN(S(=O)(=O)c3ccc(F)cc3)C2)cc1OC (stereo not given)
    14, 3, 6, -3, -8, -1, -2
[58] O=C(O/N=C(\c1ccccc1)c1ccncc1)c1ccccc1Cl
    -21, -4, -8, -4, 6, 5, -7
[59] CCn1c(/C=C/c2c[nH]c3ccccc23)nc2ccccc2c1=O
    -20, 3, ., -4, -1, ., 1
[60] O=C(c1cc(-c2ccc(O)cc2)on1)N1CCOCC1
    -5, -2, -6, 0, -19, -17, 3
[61] COc1ccc(C(=O)NCCCn2nc(C)cc2C)cc1S(=O)(=O)N1CCOCC1
    14, 0, 1, -5, 2, -5, 0
[62] COc1ccc(NC(=O)Nc2ccc3c(c2)C(=O)N([C@@H](C)CO)C[C@H](C)[C@@H](CN(C)Cc2ccccc2)OCCCC[C@H](C)O3)cc1
    6, 57, 7, -4, -7, ., 20*
[63] COc1ccc(CN(CC(=O)NC2CCCC2)C(=O)CCC(=O)Nc2nccs2)cc1
    -2, 0, -6, -1, -17, -33, 2

Compound profiles, as listed above:
O=C(C[C@H]1C[C@H]2c3cc(NC(=O)NC4CCCCC4)ccc3O[C@H]2[C@@H](CO)O1)NCc1ccncc1 as listed: LGR2 antag: -8; S100A4 MyoIIA: -6; esBAF inh: -3; CASP6 VEID inh: 1; FN deposit inh: -10; Statin myotox sup: 4; SIRT5 inh: -2
COc1cc(OC)c2c(-c3ccccc3)cc(=O)oc2c1C(CC(=O)N1CCN(c2ccccc2)CC1)c1ccc(N(C)C)cc1 (stereo not given) as listed: LGR2 antag: -2; S100A4 MyoIIA: 8; esBAF inh: 5; CASP6 VEID inh: -2; FN deposit inh: 0; Statin myotox sup: -9; SIRT5 inh: 3

Source: PubChem BioAssay (Broad Institute)

An excerpt; count on the stated rates, not on these rows.
